From PubChem BioAssay
Dynein cargo inh – dynein cargo transport inhibition. 3617.4 mouse cells, GR-EGFP nuclear translocation imaging; test concentration mostly 20 µM; stimulated with dexamethasone, 1 µM; hits give low values. hit rate 0.47% among 220,000. z-score, hits read low;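 active means plate z-score of nuclear minus cytoplasmic receptor signal below a set negative limit, without overly bright fluorescence or cell loss, cut at about -3.5 in these data, passing the limit was not always enough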;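 further: z-score of nuclear minus cytoplasmic ring GR-EGFP intensity difference per well; some compounds called inactive have numbers as strong as hits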
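Schedule: 48 h induction, then 1 h compound, then 30 min agonist, 37 °C. Buffer or medium: tetracycline-free induction medium containing charcoal-stripped FBS. Reagent: 1.0 µM final dexamethasone stimulus. Evaluation: nuclear versus cytoplasmic GR-EGFP signal, averaged per well. Signal: high-content fluorescence imaging after fixation.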
P. falciparum M1AAP – malaria alanyl aminopeptidase activity blockers – biochemical, fluorogenic H-Leu-NHMec substrate, 1536-well (AID 1445); recombinant M1AAP, H-Leu-NHMec fluorogenic kinetic assay; higher % means a stronger effect; inhibition, % at 30 µM, or IC50 in µM where a hit was titrated; hit rate 0.42% among 220,000;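 active means primary inhibition above the hit cutoff, then over 50% inhibition at one or more dose response concentrations, cut at about 23% in these data, passing the limit was not always enough; inconclusive means conflicting primary data, or primary hits not chosen for dose response; inactive means low primary inhibition, or under 50% at every dose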;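 further: plate controls were DMSO full reaction for no effect and no enzyme background for full effect; strong numbers were not always called active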
KOR beta-arrestin-1 – kappa opioid receptor blockers – cell-based, luminescence, uHTS (AID 1778). KOR beta-arrestin recruitment, luminescence, antagonist mode; higher % means a stronger effect. one-dose inhibition, % at 10 µM; IC50 in µM for titrated hits. hit rate 0.091% among 290,000; further: strong numbers were not always called active
M17LAP inhibition – P. falciparum M17LAP inhibitors, primary screen, biochemical, fluorogenic H-Leu-NHMec substrate, 1536-well (AID 1619); recombinant M17LAP, H-Leu-NHMec fluorogenic kinetic assay; higher % means a stronger effect; one-dose inhibition, % at 30 µM; IC50 in µM for titrated hits; hit rate 0.38% among 220,000;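 active means compound inhibiting the enzyme by more than half at any dose during confirmatory dose-response retesting; inconclusive means strong single-dose inhibitors picked by rank but not retested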;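 further: plate controls were full reaction with DMSO carrier for no effect and no enzyme background for full effect; strong numbers were not always called active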
NOD2 inhibition – inhibition of NOD2-driven NF-kB reporter – cell-based, luminescence, uHTS, HEK293 (AID 1566); HEK293 NOD2/NF-kB luciferase reporter, luminescence; higher % means a stronger effect; one-dose inhibition, % at 4 µM; EC50 in µM for titrated hits; hit rate 0.63% among 290,000; further: many of its hits are not listed in these tables
GPR55 activation – GPR55 agonists via beta-arrestin recruitment, primary screen, imaging, U2OS cells, beta-arrestin-GFP redistribution (AID 1961). hit rate 0.048% among 290,000. activation, % at 10 µM, or EC50 in µM where a hit was titrated. U2OS GPR55 beta-arrestin-GFP redistribution imaging; higher % means a stronger effect;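 active means activation above 40% with more than 50 cells counted in the well; inconclusive means wells holding fewer than 50 cells, flagged as toxic or sparse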;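 further: U2OS osteosarcoma cells stably expressing GPR55 and beta-arrestin-GFP; plate controls were DMSO negative control for no effect and LPI positive control for full effect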
KOR beta-arrestin-2 – kappa opioid receptor activators – cell-based, luminescence, uHTS, primary screen (AID 1777) | KOR beta-arrestin recruitment, luminescence; higher % means a stronger effect | activation, % at 10 µM, or EC50 in µM where a hit was titrated | hit rate 0.02% among 280,000; in the data active means activation above about 50%, passing the limit was not always enough; further: a part of the inactive calls stands beside numbers as strong as those of hits
AID2073 – disruptors of CaV2.2 binding to Mint1 – biochemical, HTRF (AID 2073). HTRF protein-protein interaction, Mint1-CaV2.2; higher % means a stronger effect. one-dose inhibition, % at 20 µM; IC50 in µM for titrated hits. hit rate 0.19% among 290,000; in the data active means inhibition mostly above about 51%, no sharp cut-off; inconclusive means no clear call, values can overlap the other calls; inactive means mostly below about 53%; further: some results filed as inactive read as strong as hits
NOD1 inhibition – NOD1 signaling inhibitors, primary screen, cell-based, luminescence, uHTS (AID 1578); hit rate 1% among 290,000; NOD1-driven NF-kB luciferase reporter cells, luminescence; higher % means a stronger effect; inhibition, % at 4 µM; hits with a dose series show EC50 in µM; in the data active means inhibition mostly above about 36%, no sharp cut-off; inactive means mostly below about 34%;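 further: HEK-293T reporter cells stimulated with the NOD1 agonist gamma-tri-DAP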
Dynein cargo inh cytoplasmic EGFP – also measured in Dynein cargo inh; calls as there; z-score; measured here: cytoplasmic GR-EGFP intensity; hits give high values
Dynein cargo inh nuclear GR-EGFP – also measured in Dynein cargo inh; calls as there; z-score; measured here: nuclear GR-EGFP intensity;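 lower value marks the stronger effect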
Dynein cargo inh cell count – further read-out of Dynein cargo inh, marked with its call; z-score; measured here: cell count per field
* marks the source's active call; other numbers are inactive results; ? = inconclusive; . = no result given; [ ] = dose if it differs, or a comment. Unless noted, no stated cut-off is given here; in the data, active means inhibition above about 50%; inactive means the rest.

SMILES	Dynein cargo inh	Dynein cargo inh cytoplasmic EGFP	Dynein cargo inh nuclear GR-EGFP	Dynein cargo inh cell count	P. falciparum M1AAP	KOR beta-arrestin-1	M17LAP inhibition	NOD2 inhibition	GPR55 activation	KOR beta-arrestin-2	AID2073	NOD1 inhibition
CCC1CN(C(=O)N2CCC(C(=O)NCCc3ccc(OC)cc3OC)CC2)c2ccccc2O1 (centres undefined)	.	.	.	.	.	-8%	.	-14%	-0.2%	-3.8%	5%	-40%
COc1ccccc1COCC(O)CNCC1(N2CCCCC2)CCCCC1 (centres undefined)	1.4	-0.091	0.78	-0.99	-4%	15%	28%	4%	-0.4%	-3.1%	-3%	-13%
COc1ccc(NS(=O)(=O)c2ccc(C)c(NC(=O)NC3CCCCC3)c2)cc1	-0.18	-0.26	-0.18	-0.61	7%	28%	2%	21%	-0.2%	-1.6%	1%	-9%
O=C(NC12CC3CC(CC(C3)C1)C2)C1CC(=O)N(c2ccccc2)C1 (centres undefined)	-0.87	-0.23	-0.62	0.63	1%	-4%	-8%	-2%	-0.3%	-5.2%	5%	-28%
COc1cccc(OCCCn2cc(/C=C3/C(=N)N4C=C(C)SC4=NC3=O)c3ccccc32)c1	0.8	0.32	0.19	0.037	1%	6%	6%	-16%	-0.4%	9.9%	28%	28%
COc1ccc(/C=N/NC(=O)c2cc(C)n(-c3ccccc3)c2C)cc1OC	1.6	-0.16	1.1	-1.7	10%	26%	7%	23%	-0.7%	-0.4%	4%	14%
Cc1ccc(NC2Sc3ccccc3NC2=O)cc1 (centres undefined)	-0.95	-0.21	-0.63	0.78	6%	-49%	38%	-53%	0.6%	-3.2%	-6%	-39%
CC(C)c1nc2sc3c(=O)n(N)cnc3c2c2c1COC(C)(C)C2	0.25	-0.21	0.28	0.026	16%	-24%	-1%	17%	-0.3%	-4.4%	6%	-3%
Cc1ccc(C)c2[nH]c(=O)c(CN(Cc3cccnc3)C(=S)NCc3ccco3)cc12	-0.46	-0.25	0.17	0.41	10%	-24%	8%	5%	-0.1%	.	4%	-2%
O=C(/C=C/c1cccc(Cl)c1)NCc1ccncc1	1.3	-0.24	0.41	-1.5	-5%	-11%	7%	10%	-0.2%	-5.6%	-6%	-30%
Cc1cc(/C=N/NC(=O)c2ccccn2)c(C)n1-c1cccc([N+](=O)[O-])c1	-0.61	0.36	0.077	0.034	5%	-8%	7%	10%	-0.4%	-2.6%	-12%	-38%
Cc1cc(N2CCN(C(=O)c3ccco3)CC2)n2nc(C)c(-c3ccc(Cl)cc3)c2n1	.	.	.	.	.	20%	.	11%	-0.3%	6.0%	8%	-83%
CCOC(=O)c1ccc(S(=O)(=O)N2CCN(c3ccccn3)CC2)cc1	.	.	.	.	.	-28%	.	-17%	0.0%	1.1%	-3%	-18%
COc1ccc(C)cc1NC(=O)CCS(=O)(=O)c1cccc2nonc12	0.76	0.048	0.55	-0.15	10%	-8%	-10%	5%	-0.1%	5.1%	8%	0%
COc1ccc(C(=O)/C=C/c2ccc(OCc3ccccc3)cc2)cc1CSCC(=O)O	.	.	.	.	.	18%	.	7%	0.0%	1.3%	25%	0%
O=c1cnn(Cc2c(Cl)cccc2Cl)c2ccccc12	.	.	.	.	.	-67%	.	10%	-0.1%	-2.6%	-3%	-6%
O=S(=O)(NCCC1=CCCCC1)c1cccc(S(=O)(=O)N2CCOCC2)c1	-0.73	-0.32	-0.24	0.29	-2%	7%	-14%	3%	-0.2%	7.8%	-3%	26%
Clc1ccc(C2=NCCN2)cc1	-0.022	-0.3	0.033	0.21	9%	-39%[20 µM]	2%	2%	-0.1%	0.4%	0%	-23%
O=S(=O)(Nc1cc(Sc2cccc3cccnc23)c(O)c2ccccc12)c1ccc(F)cc1	-0.79	-0.14	-0.66	0.65	?	-14%	-28%	-2%	-0.1%	-0.3%	-17%	-24%
CC(C)(C)c1cc(NS(=O)(=O)c2ccc3c(c2)OCCO3)on1	0.018	-0.29	0.17	-0.59	5%	-40%	3%	9%	-0.3%	0.2%	-11%	-14%
CC(C)Cn1c(=O)c(C(=O)NCc2ccc3c(c2)OCO3)c(O)c2ccccc21	.	.	.	.	.	-44%	.	3%	0.0%	-0.3%	17%	-8%
CC(CO)N1CCS(=O)(=O)CC1 (centres undefined)	-0.22	-0.13	-0.18	0.79	1%	8%	-9%	9%	-0.1%	-8.0%	1%	-3%
Cc1ccc(C)c(Oc2cc(NN3CCCCC3)c([N+](=O)[O-])cc2[N+](=O)[O-])c1	.	.	.	.	.	-22%[20 µM]	.	3%	-0.2%	-3.9%	2%	-7%
O=Cc1cnc(N2CCN(Cc3ccccc3)CC2)s1	-0.14	-0.28	0.046	0.38	8%	-38%[20 µM]	13%	-17%	-0.1%	-0.3%	-7%	-3%
CCOC(=O)c1cc(-c2ccc(OC)cc2)n(CCC(=O)NCCN2CCC(C)CC2)c1C	2.1	-0.15	0.65	-0.25	2%	-34%	18%	-12%	-0.6%	-0.3%	-4%	-21%
COc1ccc(NC(=O)c2ccco2)c2ccccc12	.	.	.	.	.	0%[20 µM]	.	-4%	0.7%	-7.9%	6%	-24%
CC(C)OC(=O)c1cc(Cl)c(=O)n(Cc2ccc(Cl)cc2Cl)c1	.	.	.	.	.	9%	.	23%	0.4%	-0.5%	5%	-1%
COc1ccc(CCNC(=O)CCS(=O)(=O)c2ccc(Br)cc2)cc1OC	-0.55	-0.25	-0.22	0.87	4%	15%	1%	9%	-0.3%	5.4%	?	-22%
COc1cccc(N2CCN(C(=O)c3cc4ccc(OC)cc4[nH]3)CC2)c1	.	.	.	.	.	-31%	.	-16%	-0.1%	5.2%	?	-13%
Cc1ccc(C)c(N2CCN(c3ccc4cc(S(=O)(=O)N5CCCCC5)ccc4n3)CC2)c1	.	.	.	.	.	-41%	.	12%	0.1%	1.9%	?	8%
COc1cc(NC(=O)NCc2ccncc2)cc(OC)c1OC	-0.53	-0.21	-0.028	0.44	6%	-9%	2%	11%	-0.3%	-1.5%	-14%	3%
CCOc1ccccc1C(=O)NCC(=O)NCCCSc1ccccc1	.	.	.	.	.	24%	.	11%	-0.1%	-4.0%	-1%	-26%
O=S(=O)(CCc1ccccc1)N1CCOCC1	-1	-0.18	-0.17	0.74	9%	16%	13%	-1%	0.2%	4.2%	-10%	-6%
Cc1ccc(O)c(NC(=O)c2cc3nc4c(c(C(F)(F)F)n3n2)CCc2ccccc2-4)c1	0.57	-0.078	0.094	-0.061	5%	-17%	-2%	-20%	-0.1%	3.8%	33%	-118%
O=C(N/N=C/c1c(Cl)[nH]c2ccccc12)c1sc2ccccc2c1Cl	-0.26	-0.27	-0.38	0.62	12%	-44%	-3%	12%	0.1%	0.9%	14%	-5%
O=C(NO)c1ccc(C(=O)N(C2CCCCC2)C2CCCCC2)cc1	0.44	0.077	0.23	-0.31	-5%	23%	2%	8%	-0.1%	6.8%	13%	23%
COCCNC(=S)N1CCN(c2nc(-c3ccccc3)cs2)CC1	.	.	.	.	.	-11%[20 µM]	.	10%	0.1%	-4.5%	-26%	-7%
O=C(CNC(=O)c1ccco1)OCc1ccc(C(=O)c2ccccc2)cc1	-0.32	-0.25	0.41	0.23	12%	6%[20 µM]	2%	6%	-0.1%	-2.9%	1%	-19%
COc1ccc(-c2[nH]ncc2/C=N\NC(=O)c2ccc(C(C)(C)C)cc2)cc1OC	-0.16	-0.084	-0.044	-0.3	0%	5%	-9%	10%	-0.4%	12%	17%	-20%
CCOc1ccc(CCN2C(=O)C3C4C=CC(C4)C3C2=O)cc1OCC (centres undefined)	1.8	0.06	1.6	-1.6	10%	-31%	10%	-4%	-0.3%	-3.0%	2%	9%
Cc1cc2n(n1)SC(Nc1ccc(F)c(Cl)c1)N2 (centres undefined)	-0.22	-0.24	0.011	-0.39	3%	23%	6%	23%	-0.2%	-6.2%	-20%	-23%
COc1ccc2c(c1)CCc1c(C(=O)N3CC4(C)CC3CC(C)(C)C4)noc1-2 (centres undefined)	-0.33	-0.11	0.41	-1.9	0%	38%	3%	-4%	-0.2%	-2.5%	0%	.
O=C(CCSc1ccccc1)Nc1nnc(-c2ccccc2)o1	-1	-0.29	-0.57	0.62	-2%	-7%	-8%	4%	-0.1%	-3.0%	26%	-18%
Cc1nn2c(CN(C(=O)CN3CCOCC3)c3ccccc3)nnc2c2ccccc12	0.2	-0.27	-0.011	0.22	-6%	-21%	-5%	-1%	0.3%	0.4%	7%	20%
CC(C)(C)NC(=O)CSc1nc(O)cc(=O)n1-c1ccccc1	-1.6	0.082	-0.64	1	18%	22%	35%	18%	-0.1%	-0.3%	-37%	-15%
CCOc1cc(/C=C/c2cc(C(F)(F)F)[nH]c(=O)n2)ccc1O	-1.8	0.12	-0.93	0.67	9%	0%	35%	-6%	-0.1%	-3.1%	21%	14%
CCc1ccc(C(=O)Nc2nnn(CC)n2)cc1	0.14	-0.31	-0.019	0.42	-4%	-32%	10%	-60%	-0.2%	-0.6%	34%	-9%
COC(=O)c1c(C(=O)OC)c2ccccn2c1C(=O)c1ccccc1	.	.	.	.	.	22%[20 µM]	.	0%	1.2%	-5.6%	2%	-8%
Cc1ccc(N(CCC(=O)NC(C)(C)C)S(=O)(=O)c2ccc(C)cc2)cc1	0.33	-0.13	-0.18	0.13	-5%	19%	-21%	5%	0.3%	-3.9%	7%	-33%

3 neighbouring entries from above, quoted:
SMILES	Dynein cargo inh	Dynein cargo inh cytoplasmic EGFP	Dynein cargo inh nuclear GR-EGFP	Dynein cargo inh cell count	P. falciparum M1AAP	KOR beta-arrestin-1	M17LAP inhibition	NOD2 inhibition	GPR55 activation	KOR beta-arrestin-2	AID2073	NOD1 inhibition
COc1cc(NC(=O)NCc2ccncc2)cc(OC)c1OC	-0.53	-0.21	-0.028	0.44	6%	-9%	2%	11%	-0.3%	-1.5%	-14%	3%
CCOc1ccccc1C(=O)NCC(=O)NCCCSc1ccccc1	.	.	.	.	.	24%	.	11%	-0.1%	-4.0%	-1%	-26%
O=S(=O)(CCc1ccccc1)N1CCOCC1	-1	-0.18	-0.17	0.74	9%	16%	13%	-1%	0.2%	4.2%	-10%	-6%

This is a subset; the hit share may differ from the screen's.
